Screening data: PubChem BioAssay, National Center for Advancing Translational Sciences (NCATS)
FBPA coupling cs = qHTS Assay for Inhibitors of Fructose-1,6-bisphosphate Aldolase from Giardia Lamblia: Coupling assay counterscreen; activity change, negative = inhibition, % at 58.2 µM, hits read low; coupling enzyme system counterscreen, AmpLite Red fluorescence; actives 0.67% (n = 290,000); in the data active means activity change below about -30%; further: on the % scale 0 is the no-effect control and ±100 the full control effect
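Counterscreen lacking aldolase: glyceraldehyde-3-phosphate coupling-enzyme reagent preincubated 10 min at RT with compound (at 57.5 uM final), then substrate/coupling system with AmpLite Red added; fluorescence read at 525/598 nm after 20 min RT.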
TSHR antagonist = Antagonists of the Thyroid Stimulating Hormone Receptor: HTS campaign; Thyrotropin receptor (Homo sapiens), P16473; TSHR-expressing cells, TSH-stimulated cAMP HTRF, 2 h; active compounds read low; activity change, negative = inhibition, % at 11.5 µM; actives 0.2% (n = 330,000); AID 504810, 2011;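 active means activity change below a set negative limit, meaning inhibition stronger than a set level, cut at about -70% in these data; inconclusive means activity change between two set negative limits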; further: on the % scale 0 is the no-effect control and ±100 the full control effect
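Antagonism was scored as loss of TSH-driven cAMP in TSHR cells, stimulated with 4nM TSH (EC80) for 2 hours at 37 deg C and detected by homogeneous HTRF competition immunoassay.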
AT treatment = qHTS Assay for Identifying a Potential Treatment of Ataxia-Telangiectasia; […] A-T fibroblasts, KAP-1 phosphorylation AlphaLISA; neocarzinostatin DNA damage 30 min before lysis; Potency, µM (titrated, usually from 57.5 µM), inactives show at the highest dose activation, hits mostly activators; actives 0.19% (n = 320,000); AID 485349, 2010; further: potency means the concentration at half of the fitted maximal effect; % of control where 0% means no effect; nearly all actives have a fitted effect of over 45% in size
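ATM-like activity read as KAP-1 phosphorylation via AlphaLISA donor/acceptor antibody pairs after lysis and 6 hr at 25C. Cells were ATM-null patient fibroblasts ([…], hTERT), dosed 60 min, then exposed to the DSB inducer NCS for 30 min.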
Tb PFK block = qHTS Assay to Find Inhibitors of T. brucei phosphofructokinase | ATP-dependent 6-phosphofructokinase (Trypanosoma brucei brucei), O15648 | T. brucei PFK, ADP-Glo luminescence | Potency, µM (series often up to 57.5 µM), inactives show top-dose activity, negative = inhibition, usual class: inhibitors | actives 0.17% (n = 330,000);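 further: potency means the concentration at half of the fitted maximal effect; 0% = uninhibited 1x PFK enzyme wells and -100% = no-enzyme wells; nearly all actives have a fitted effect of over 60% in size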
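Luminescent ADP detection (ADP-Glo, two-step: ATP depletion then ADP-to-ATP conversion for luciferase) reported PFK activity after 45 min room-temperature reaction of 1.25 nM enzyme with 0.5 mM F6P and 0.1 mM ATP at pH 8.0.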
KCNH2 WT inh = qHTS for Inhibitors of KCHN2 3.1: Wildtype qHTS | Voltage-gated inwardly rectifying potassium channel KCNH2 (Homo sapiens), Q12809 | U2OS, BacMam KCNH2, thallium flux FluxOr; active compounds read low | activity change, % at 1.84 µM | actives 0.37% (n = 340,000) | AID 720551, 2013;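 active means maximum activity change below -70%; inconclusive means maximum activity change between -70% and -50%; inactive means maximum activity change above -50%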; further: on the % scale 0 is the no-effect control and ±100 the full control effect
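U2OS cells were transduced with wild-type KCNH2 virus (2.03 x 10^8 / mL) for 4 h at room temperature, then cultured overnight at 37 C. Thallium flux was read with FluxOr dye. Rate constants were normalized to DMSO controls.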
CXXC DNA block = qHTS Fluorescence Polarization Assay for Inhibitors of MLL CXXC domain - DNA interaction; Histone-lysine N-methyltransferase 2A (Homo sapiens), Q03164; MLL-CXXC / FITC-HOXA9 DNA fluorescence polarization; Potency, µM (doses to about 115 µM), for inactives: at the top dose activity change, negative = inhibition, hits mostly inhibitors; actives 0.037% (n = 290,000); active means well fitted inhibition curve with a large enough effect in the polarisation, with a control signal flat, not every such curve was filed as active; inconclusive means small, poorly fitted or top-dose-only effect, or effect the other way, or a change in a side signal; inactive means no such curve, though single readings can be large or run the other way; the % refers to the polarisation; further: potency means the concentration at half of the fitted maximal effect
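Fluorescence polarization: 7 uM MLL-CXXC (stock) preincubated 5 min with compounds, then 50 nM fluorescein-HOX-A9 DNA (stock) added; 30 min ambient. Buffer 50 mM Tris-HCl pH 7.5, 50 mM NaCl, 1 mM DTT, 0.05% BSA.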
Chronic BCR inh = qHTS Assay to Find Inhibitors of Chronic Active B-Cell Receptor Signaling. ABC-DLBCL IkBa-CBG/CBR reporter, luminescence ratio, 4 h. Potency, µM (top dose mostly 46.1 µM), inactives show at the highest dose ratio change, negative = lower green/red ratio, actives largely listed as inhibitors. actives 0.05% (n = 340,000). AID 493014, 2011; active means well fitted inhibition curve with a large enough effect in the signal ratio, with a control signal flat, not every such curve was filed as active; inconclusive means small, poorly fitted or top-dose-only effect, or effect the other way, or a change in a side signal; the % refers to the signal ratio;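 further: potency means the concentration at half of the fitted maximal effect; plate controls were basal doxycycline-induced cells for no effect and cells given 10 µM MG132 for full effect; MG132 reads +100%, hits lower the ratio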
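Concentration-response series (up to 46 uM) were applied to TMD8 dual-reporter cells for 4 h at 37C with doxycycline. Green/red ratio, after filter-overlap correction, defined %Activity; red signal alone was normalised to basal cells and zero luminescence.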
TCR activator = Activators of T cell receptors: qHTS campaign; Potency, µM (series often up to 9.22 µM), inactives show at the highest dose activation of IL-2 secretion, hits mostly activators; AID 504894, 2011; 330,000 tested, under 10 active; primary human leukocytes, anti-CD3, IL-2 HTRF, 48 h; further: % of control where 0% means no effect
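1) Mix primary human leukocytes, a-CD3 beads and compound. 2) Incubate 48 hr. 3) Add HTRF IL-2 reagents (a-IL-2-K, a-IL-2-d2).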
Giardia kill = Small Molecules that selectively kill Giardia lamblia: qHTS; Giardia lamblia trophozoite viability; activity change, % at 7.66 µM, hits read low; actives 0.15% (n = 340,000); AID 540267, 2011; in the data active means activity change below about -80%; inconclusive means between about -30% and that limit;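 further: parasites exposed to compound for two days anaerobically before the ATP read; on the % scale 0 is the no-effect control and ±100 the full control effect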
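Each well holds 100 Giardia trophozoites and compound. After two days (48 hrs) at 37 deg C in anaerobic conditions, ATP is quantified by luminescence.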
GALK inh = qHTS Assay for Inhibitors of Human Galactokinase (GALK); P51570; Purified GALK, Kinase-Glo residual ATP luminescence; Potency, µM (top dose mostly 57.5 µM), without a hit: top-dose activity change, negative = inhibition, hits mostly inhibitors; actives 0.007% (n = 270,000); AID 1868, 2009; further: potency means the concentration at half of the fitted maximal effect; on the % scale 0 is the no-effect control and ±100 the full control effect
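5 nM enzyme, 35 uM ATP, 100 uM galactose, 20 mM HEPES pH8.0, 5 mM MgCl2; 1 h RT; residual ATP by Kinase-Glo Plus luminescence, qHTS format.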
An asterisk follows results filed as active; ? = inconclusive; / = no result given; & = joins results of further samples; [ ] = dose if it differs, or a comment. Unless noted, the call rests on the fitted dose curve; in most records, active means well fitted curve in the direction sought with a large enough effect; inconclusive means small, poorly fitted or top-dose-only effect, or another doubt; inactive means no such curve, though single readings can be large; an effect the other way counts as inactive or inconclusive.

Second line of a record – TSHR antagonist | Tb PFK block | Giardia kill | KCNH2 WT inh | GALK inh | TCR activator | CXXC DNA block | Chronic BCR inh | AT treatment | FBPA coupling cs
> CC1=CCC(C(=O)O)(C(=O)N/N=C/c2cccs2)C(c2ccc([N+](=O)[O-])cc2)C1 (stereo not given)
 : -6 | 0% | 20 | -8 | -4% | -1% | -7% | -22% | 3% | -1
> COc1ccc(Cc2nnc(NC(=O)Cc3cccs3)s2)cc1
 : 9 | ? | 2 | 14 | 0% | 7% | 1% | 12% | / | 0
> CN(CP(=O)(O)CN(C)S(C)(=O)=O)S(C)(=O)=O
 : 60 | -1% | -5 | -16 | -2% | -2% | 7% | 10% | 7% | 3
> COc1cccc(NC(=O)COC(=O)CCCC2=NS(=O)(=O)c3ccccc3N2)c1
 : 8 | -3% | -5 | -14 | 3% | -4% | -4% | 0% | 1% | /
> COc1ccc(OCCCN2CCCCCC2)cc1
 : 4 | -4% | -1 | -3 | 0% | 8% | 10% | -11% | 5% | 3
> O=C(NC(=S)Nc1ccccc1Cl)c1ccco1
 : 50 | -16% | -3 | -12 | 7% | 7% | ? | -1% | 3% | -5
> O=C1CN(S(=O)(=O)c2cc(Cl)ccc2Cl)c2ccccc2N1
 : -13 | -7% | 10 | -12 | 6% | -6% | 7% | -1% | 10% | 0
> CCCCSc1nnc2c(n1)OC(C(=O)c1ccccc1)Nc1ccccc1-2 (stereo not given)
 : -1 | 2% | / | / | -1% | / | -9% | ? | -4% | 2
> C/C(=C\C(=O)c1ccc(Br)cc1)NCc1ccc(C)cc1
 : -22 | -5% | -11 | -3 | 0% | 0% | 0% | ? | 10% | 0
> CCCCC(=O)Nc1ccc(C(=O)NNC(=S)NC(=O)c2ccccc2[N+](=O)[O-])cc1
 : 10 | 1% | -29 | 2 | -3% | 8% | 6% | -3% | -3% | -2
> CCCN1CCC(NC(=O)Nc2cc(Cl)ccc2OC)CC1
 : -8 | 2% | -13 | 38 | 2% | -4% | ? | -1% | 1% | 1
> CN(C)c1ccc(-c2nn3c(-c4ccc(Cl)cc4)nnc3s2)cc1
 : 0 | -1% | -12 | 4 | 3% | -1% | -6% | 0% | 14% | 4
> Cc1ccc(/C=N/n2c(C3CCCCC3)n[nH]c2=S)s1
 : 7 | -3% | -8 | 2 | 1% | 10% | 0% | 0% | 8% | 2
> Cc1cccc(NC(=S)NNC(=O)c2cccc([N+](=O)[O-])c2)c1
 : 0 | 0% | -4 | -4 | 6% | -1% | -12% | -5% | 13% | 3
> Cc1ccc(NS(=O)(=O)c2cn(C)c(=O)n(C)c2=O)cc1C
 : 6 | 0% | -7 | -1 | / | -2% | / | -9% | 13% | -1

Reprinted from the part before: 4 entries, followed by the next part.
Second line of a record – TSHR antagonist | Tb PFK block | Giardia kill | KCNH2 WT inh | GALK inh | TCR activator | CXXC DNA block | Chronic BCR inh | AT treatment | FBPA coupling cs
> CN(C)c1ccc(-c2nn3c(-c4ccc(Cl)cc4)nnc3s2)cc1
 : 0 | -1% | -12 | 4 | 3% | -1% | -6% | 0% | 14% | 4
> Cc1ccc(/C=N/n2c(C3CCCCC3)n[nH]c2=S)s1
 : 7 | -3% | -8 | 2 | 1% | 10% | 0% | 0% | 8% | 2
> Cc1cccc(NC(=S)NNC(=O)c2cccc([N+](=O)[O-])c2)c1
 : 0 | 0% | -4 | -4 | 6% | -1% | -12% | -5% | 13% | 3
> Cc1ccc(NS(=O)(=O)c2cn(C)c(=O)n(C)c2=O)cc1C
 : 6 | 0% | -7 | -1 | / | -2% | / | -9% | 13% | -1
> Cc1ccc(N(C(=O)c2sc(C)nc2C)C(C(=O)NC(C)(C)C)c2ccncc2)cc1 (stereo not given)
 : 10 | -1% | -1 | 12 | 2% | -2% | -6% | 1% | 3%[11.5 µM] | 3
> Fc1ccc2nc(Nc3nc4cc5c(cc4s3)OCCO5)sc2c1
 : -16 | -3% | -9 | -5 | 0% | 3%[46.1 µM] | 15% | ? | 6% | -2
> COc1ccc(OCc2cc(C(=O)NC(C)Cc3cnccn3)no2)c(Cl)c1 (stereo not given)
 : -4 | -2% | 12 | -3 | 4% | 6% | 13% | -9% | 1% | 4
> O=c1c2c(C(F)(F)F)cc(C(F)(F)F)nc2[nH]n1-c1ccccc1
 : -4 | -6% | -5 | -2 | 0% | 5% | -2% | ? | -11% | -18
> Cc1ccc(C)c(NC(=O)c2cc([N+](=O)[O-])cc([N+](=O)[O-])c2)c1
 : 3 | 0% | 7 | 3 | 3% | -3% | 4% | 1% | / | 0
> CCC(CO)Oc1cc(NC(=O)c2ccccc2[N+](=O)[O-])c2ncn(C(C)C)c2c1 (stereo not given)
 : -13 | 10% | 5 | -18 | / | 12% | / | 1% | 0% | /
> O=C(Cc1ccccc1)NCC(=O)N1CCN(c2ccccc2)CC1
 : 20 | 0% | -4 | 0 | 0% | 3% | 6% | -2% | 7% | /
> Cc1ccc(C(=O)N/C(=C\c2ccc(-c3ccccc3[N+](=O)[O-])o2)C(=O)NCCCN(C)C)cc1
 : 1 | 2% | -21 | -9 | / | 13% | 7% | 3% | -23% | -24
> CCC(=O)Nc1ccc2c(c1)OCCO2
 : -4 | 5% | -3 | -3 | 0% | / | 7% | -7% | -8% | 2
> N#C/C(=C\c1ccccc1)C(=O)N(c1ccccn1)C1CCCCC1
 : -14 | 3% | 14 | 5 | -3% | 3%[46.1 µM] | 18% | 5% | 16% | 1
> Cc1ccc(S(=O)(=O)N(CC(=O)NCc2cccnc2)c2ccc(F)cc2)cc1
 : -5 | -1% | -10 | 8 | 9% | -7% | 5% | 0% | 1% | -1
> Cc1c(O)ccc2c3c(c(=O)oc12)CCC(C)C3 (stereo not given)
 : 6 | -2% | 0 | -1 | 2% | -3% | 1% | ? | -1% | 1
> CC1CCC(C(C)C)C(OC(=O)CSc2nnc(N)s2)C1 (stereo not given)
 : -21 | -2% | 12 | 3 | -1% | 3% | 4% | 2% | 1% | /
> Cc1c(NC(=O)c2ccc(S(=O)(=O)N3CC(C)OC(C)C3)cc2)c(=O)n(-c2ccccc2)n1C (stereo not given)
 : 0 | -2% | 2 | 6 | -1% | -8% | -17% | -2% | 0% | 4
> COC(=O)N/N=C/c1ccc(-c2cc(Cl)ccc2Cl)o1
 : -2 | 12% | 11 | -2 | 1% | 1%[46.1 µM] | -1% | ? | 4% | -3

Second line of a record – TSHR antagonist | Tb PFK block | Giardia kill | KCNH2 WT inh | GALK inh | TCR activator | CXXC DNA block | Chronic BCR inh | AT treatment | FBPA coupling cs
> CC(C)CNC(=O)/C=C/C(=O)O
 : -3&3 | 1%&-1% | 5 | -2 | 0%&-1% | -7% | 5%&3% | -1%&2% | -5%&2% | -2&1
> CCC(C)N(CC(=O)Nc1cccc(C)c1C)C(=O)CCl (stereo not given)
 : 1 | 3% | 5 | -2 | 7% | -20% | 3% | ? | 32% | -1
> Cc1ccccc1CNCc1cccnc1
 : 2 | -2% | 5 | 0 | 0% | 1% | 5% | 7% | 1% | 0
> CN(c1ccc(C(=O)Nc2nccs2)cc1)S(=O)(=O)c1ccccc1
 : -11 | -7% | -8 | 2 | -2% | / | -1% | 7% | -4% | -5
> O=C(C1CCN(S(=O)(=O)c2cccs2)CC1)N1CCCC(C(F)(F)F)C1 (stereo not given)
 : 0 | 0% | 26 | 5 | -1% | 0% | 12% | ? | 11% | /
> CCc1ccccc1N(CC(=O)NCC1CCCO1)C(=O)CCC(=O)Nc1cc(C)on1 (stereo not given)
 : -18 | 0% | -19 | 0 | -1% | 6% | 26% | -3% | 3% | -1
> COCCCNC(=S)NNC(=S)Nc1ccc(F)cc1F
 : 8 | 4% | 13 | -15 | 1% | -5% | 12% | ? | / | 6
> CCOCCn1c(CC)nc2ccccc21
 : 4 | 0% | -1 | -13 | -2% | -12% | 1% | 13% | 4% | 2
> CC1COc2ccccc2N1C(=O)c1ccc(F)cc1 (stereo not given)
 : 0 | -8% | 1 | -5 | 3% | 10% | -14% | 0% | -12% | 1
> COc1ccccc1/C=N/n1cnnc1
 : 30 | -1% | -4 | -4 | 1% | -4% | 3% | 1% | 13% | 1
> O=C(Nc1c2c(nn1-c1ccc([N+](=O)[O-])cc1)CS(=O)(=O)C2)C1CC1
 : -7 | -5% | 6 | 9 | 6% | 3% | 2% | 1% | 17% | /
